Source: PubChem BioAssay
Mtb RmlCD inh: M. tuberculosis RmlC/RmlD inhibition. P9WH09+P9WH11. RmlC+RmlD coupled enzyme assay, percent inhibition; primary screen in compound mixtures. inhibition, % at 3.6 µM. 0.03% of 160,000 active. AID 1533; in the data active = inhibition mostly above about 34%, no sharp cut-off; note: some results filed as inactive read as strong as hits
Target sequence (P9WH09 whole entry, looked up): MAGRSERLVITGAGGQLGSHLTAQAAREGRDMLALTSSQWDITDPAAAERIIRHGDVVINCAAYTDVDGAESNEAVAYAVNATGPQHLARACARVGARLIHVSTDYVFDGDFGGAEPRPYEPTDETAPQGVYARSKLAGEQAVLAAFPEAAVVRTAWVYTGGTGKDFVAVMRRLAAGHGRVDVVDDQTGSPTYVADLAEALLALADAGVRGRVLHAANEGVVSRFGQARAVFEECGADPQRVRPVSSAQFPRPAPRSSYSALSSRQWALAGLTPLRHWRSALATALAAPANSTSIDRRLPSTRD
Target sequence (P9WH11 whole entry, looked up): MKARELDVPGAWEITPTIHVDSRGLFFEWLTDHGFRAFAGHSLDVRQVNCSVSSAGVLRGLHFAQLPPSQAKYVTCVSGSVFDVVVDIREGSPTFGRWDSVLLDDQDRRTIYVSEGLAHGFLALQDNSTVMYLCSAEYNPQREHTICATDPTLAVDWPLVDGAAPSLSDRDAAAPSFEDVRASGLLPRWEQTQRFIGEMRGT
GlmU inhibition: inhibition of mycobacterial GlmU enzyme – biochemical, glucosamine-1-phosphate acetyltransferase (AID 1376); M. tuberculosis GlmU acetyltransferase enzyme assay; higher % means a stronger effect; inhibition, %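 (tested at 30 µM in the primary screen)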; hits with a dose series show IC50 in µM; 0.25% of 220,000 active; in the data active = inhibition above about 13%;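 note: 0% = complete reaction with vehicle and 100% = reaction without substrate; strong numbers were not always called active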
* = called active by the depositor; nt = not tested or not shown. These rows are one share of the data, so the mix of outcomes need not match the whole.

SMILES | Mtb RmlCD inh | GlmU inhibition
COC(=O)/C=C(\C)N=Nc1c(O)[nH]c2ccccc12 | nt | 0.9%
Cc1cc(NC(=O)CCN2C(=O)/C(=C/c3ccccc3Cl)SC2=S)no1 | -3 | -2.8%
COc1ccc(C(=O)/C=C/c2ccc(OC)cc2OC)c(O)c1 | 11 | 0.6%
CCOc1ccccc1NC(=O)N1CCN(S(C)(=O)=O)CC1 | nt | -3.8%
COc1ccccc1NS(=O)(=O)c1ccc(C)c(C(=O)NCC2CCCO2)c1 (stereo not given) | nt | 7.4%
CC(=O)N1CCC(N(CCN2CCOCC2)C(=O)Nc2ccc(Cl)c(Cl)c2)CC1 | nt | 0.6%
O=C(O)c1ccc(C2NCC(c3ccccc3Cl)c3c2[nH]c2ccccc32)cc1 (stereo not given) | -8 | 2.5%
CCCCOc1ccc(CN2CCN(CC)CC2)cc1 | nt | -2.8%
C/C(=N\NC(=O)Cc1csc(N2CCOCC2)n1)c1ccccc1 | -1 | -2.0%
CC(C)C(NC(=O)c1ccc2c(c1)OCO2)C(=O)N/N=C/c1cccs1 (stereo not given) | -7 | -1.9%
CC(NC(=O)CCNS(=O)(=O)c1ccc2c(c1)c(=O)n(C)c(=O)n2C)c1ccccc1 (stereo not given) | 0 | -0.7%
Cc1nnnn1-c1cccc(C(=O)O)c1 | 35 | 6.9%
COc1ccc(C2CC(=O)N(CCCN(C)CCc3ccc(OC)c(OC)c3)C2)cc1 (stereo not given) | 10 | -2.0%
CC(=O)Nc1ccc(SCC(=O)c2cc(C)n(C)c2C)cc1 | nt | 1.8%
CCN(CC)CCN1C(=O)C2C3c4ccccc4C(c4ccccc43)C2C1=O (stereo not given) | 37 | 1.4%
CCOc1ccc(-c2nnc(-c3ccco3)o2)cc1 | -5 | -2.2%
Cc1ccc(/C=N/c2sc3c(c2C#N)CCCCC3)o1 | 10 | -3.3%
CC(C)c1nc(NCc2ccccc2)c(C#N)c2c1CCCC2 | nt | 1.1%
c1ccc2cc(CSCc3nc4ccccc4[nH]3)ccc2c1 | 11 | -6.4%
CCOc1ccc2nc(SC3CC(=O)N(c4cccc(OC)c4)C3=O)sc2c1 (stereo not given) | 7 | 6.8%
CCc1nnc(NS(=O)(=O)c2ccc(NC(=O)c3cc(Cl)ccc3Cl)cc2)s1 | -5 | 2.4%
O=C(c1ccccc1F)N1CCN(c2ccc([N+](=O)[O-])c3ncccc23)CC1 | 62 | 4.6%
OCCN1CCN(CC(O)COc2ccc3ccccc3c2)CC1 (stereo not given) | nt | -3.3%
O=C(NCc1nc2ccccc2[nH]1)C1=C[C@@H](c2ccc(Br)cc2)C[C@@H](OCCCCO)O1 | nt | 3.2%
CNC(=O)Cn1c(=O)n(C)c2ccccc21 | nt | 2.3%

The results go on:
SMILES | Mtb RmlCD inh | GlmU inhibition
CC(C)CN(CC(C)C)C(=O)Nc1ccc(F)cc1F | 0 | -0.4%
CCCCCCC(=O)Oc1ccc(N2C(=O)CCC2=O)cc1 | 10 | -1.4%
CS(=O)(=O)c1ccc2nc(NC(=O)c3ccc(Cl)nc3)sc2c1 | 95 | -2.0%
COc1ccc(C2SCCN2S(=O)(=O)c2ccccc2)cc1 (stereo not given) | -10 | 2.4%
O=C(O)CCSc1nc(C(F)(F)F)cc(=O)n1-c1ccccc1 | nt | 6.3%
CCOC(=O)Cc1csc(NC(=O)CSc2nc3sc(C(=O)O)c(C)c3c(=O)[nH]2)n1 | nt | -3.8%
Cc1ccc(S(=O)(=O)Nc2nc3ccccc3s2)cc1[N+](=O)[O-] | -8 | 4.1%
COc1cc(CN=C(C)c2c(O)n(C3CCCCC3)c(=O)[nH]c2=O)cc(OC)c1 | nt | 6.4%
Cc1ccc(S(=O)(=O)c2cc3ccccc3oc2=O)cc1 | 2 | -1.1%
COc1ccc(NC(=O)CSc2nc(-c3ccc(C)cc3)cc(C(F)(F)F)c2C#N)cc1 | nt | 5.0%
COc1cc(NC(=O)C2CCCN(S(=O)(=O)c3cnc[nH]3)C2)cc(OC)c1 (stereo not given) | 10 | 2.4%
Cn1c(Sc2nc3ccccc3n2C)nc2ccccc21 | nt | -0.2%
CC(C)Sc1nc2ccsc2c(=O)[nH]1 | -9 | -4.9%
O=C(O)C1CCCCC1C(=O)Nc1ccc2c(c1)CCC2 (stereo not given) | 8 | 1.9%
COc1ccc(CCNC(=O)Cn2nc([N+](=O)[O-])c(Br)c2C)cc1OC | nt | -4.3%
O=C(O)CCOc1ccc2c(c1)OCCO2 | nt | 1.0%
COc1ccc(C2NC(c3ccc(OC)cc3OC)C(C)C(=O)C2C)c(OC)c1 (stereo not given) | -15 | 4.3%
O=C(CSc1nnc(-c2cccnc2)o1)c1cc2ccccc2oc1=O | nt | -4.8%
COCCN(C(=S)Nc1ccccc1OC)C1CCN(C(C)=O)CC1 | -2 | 2.3%
Cc1cc(-c2ccccc2)nc2cc(C(=O)NCc3ccco3)nn12 | 11 | 4.7%
O=[N+]([O-])c1ccc(C=Nc2ccc(Cl)c([N+](=O)[O-])c2)s1 | -4 | 4.7%
O=C(NCc1cccnc1)c1cc(-c2ccco2)on1 | 7 | 0.8%
COc1ccc(OCCC(=O)NCCN2CCOCC2)cc1 | nt | -3.3%
C(=N\Nc1nc(N2CCCCCC2)nc(N2CCCCCC2)n1)/c1ccccc1 | -5 | -6.1%
Cc1cc(NC(=O)c2cc3nc4c(c(C(F)(F)F)n3n2)CCc2ccccc2-4)no1 | nt | 7.4%

Another view of some results above.
Compound,Mtb RmlCD inh,GlmU inhibition
COc1ccc(C2NC(c3ccc(OC)cc3OC)C(C)C(=O)C2C)c(OC)c1 (stereo not given),-15,4.3%
O=C(CSc1nnc(-c2cccnc2)o1)c1cc2ccccc2oc1=O,nt,-4.8%
COCCN(C(=S)Nc1ccccc1OC)C1CCN(C(C)=O)CC1,-2,2.3%
Cc1cc(-c2ccccc2)nc2cc(C(=O)NCc3ccco3)nn12,11,4.7%
O=[N+]([O-])c1ccc(C=Nc2ccc(Cl)c([N+](=O)[O-])c2)s1,-4,4.7%

Carrying on:
SMILES | Mtb RmlCD inh | GlmU inhibition
CC(Cc1cccs1)NC(=S)Nc1ccc(F)cc1 (stereo not given) | -11 | 2.8%
Cc1csc(NC(=O)CNS(=O)(=O)c2cccs2)n1 | -12 | 2.5%
O=C(N/N=C1\CCCc2oc(C(=O)O)cc21)c1ccccc1 | -3 | -3.4%
Cc1nn(Cc2cccc(C(=O)O)c2)c(C)c1[N+](=O)[O-] | -6 | 1.2%
CCC(NC(=O)c1ccccc1NC(=O)c1ccccc1)C(=O)NNC(=O)CSc1nc2ccccc2o1 (stereo not given) | 5 | 0.1%
Cc1nn(-c2ncc(C(F)(F)F)cc2Cl)c(=O)n1-c1ccc(F)cc1 | 2 | 0.5%
COc1ccc(NS(=O)(=O)c2cccc(C(=O)NNC(=O)NCCCl)c2)cc1 | 6 | -0.6%
O=C(NCc1ccco1)C(NS(=O)(=O)c1cccc2nsnc12)c1ccccc1 (stereo not given) | 22 | -3.5%
Cc1c(C(=O)NCCSCc2ccc(F)cc2)cnn1-c1ccc(Cl)cc1 | -8 | -2.7%
CC(C)OCCCn1c(=NC(=O)c2cccs2)c(C#N)cc2c(=O)n3ccccc3nc21 | 5 | 4.1%
Cc1cccc(NC(=O)CSc2nnc(CSc3nc(C)cc(C)n3)o2)c1 | -9 | 1.8%
CC1SC(C)C(=O)N(CC(=O)Nc2ccc3c(c2)OCO3)C1=O (stereo not given) | -15 | 1.2%
O=S(=O)(Nc1nc2ccccc2nc1Cl)c1ccc(Br)cc1 | -8 | 6.5%
NCCCCC(NC(=O)C1CCCN1C(=O)C1CSSCC(N)C(=O)NC(Cc2ccc(O)cc2)C(=O)NC(Cc2ccccc2)C(=O)NC(CCC(N)=O)C(=O)NC(CC(N)=O)C(=O)N1)C(=O)NCC(N)=O (stereo not given) | 0 | nt
FC(F)(F)c1cccc(NC(=S)NNC(=S)Nc2ccc(Cl)cc2)c1 | 5 | -2.0%
CSCC[C@H](NC(=O)OC(C)(C)C)c1nnc(SCC(N)=O)o1 | nt | -7.8%
Cc1ccc(S(=O)(=O)N2CCN(c3ccc([N+](=O)[O-])c4cccnc34)CC2)cc1 | 38 | -1.1%
CCCN1C2CCCC1CC(NC(=O)Nc1cccc(C(C)=O)c1)C2 (stereo not given) | nt | -3.5%
CCN(CC)c1ccc(C2Nc3cccc4cccc(c34)N2)c(O)c1 | nt | 1.6%
COCCNC(=O)Cc1ccc(Br)cc1 | 12 | 8.4%
O=c1[nH]n(-c2ccc([N+](=O)[O-])cc2)c(=O)c2ccccc12 | 6 | 2.3%
C/C(=N\NC(=O)C(=O)Nc1cccc(C(F)(F)F)c1)c1ccc(Cl)s1 | nt | -5.1%
O=[N+]([O-])c1ccc(N2CCNCC2)cc1N1CCCCCC1 | nt | -7.7%
O=C(CSc1n[nH]c(-c2ccccc2Cl)n1)NCc1cccc(C(=O)O)c1 | -2 | -5.9%
CCO[C@@H]1OC(C(=O)N2CCN(Cc3ccc4c(c3)OCO4)CC2)=C[C@H](c2csc3ccccc23)[C@H]1CCCO | nt | -0.3%

Profiles from above. Screens in order: Mtb RmlCD inh	GlmU inhibition
CCO[C@@H]1OC(C(=O)N2CCN(Cc3ccc4c(c3)OCO4)CC2)=C[C@H](c2csc3ccccc23)[C@H]1CCCO across the screens: nt	-0.3%
Cc1cc(NC(=O)CCN2C(=O)/C(=C/c3ccccc3Cl)SC2=S)no1 across the screens: -3	-2.8%

(listing goes on)
SMILES | Mtb RmlCD inh | GlmU inhibition
CCc1ccc(OCC(=O)OCC(=O)c2c(N)n(C)c(=O)n(C)c2=O)cc1 | -4 | 3.1%
CN(C)c1ccc(NC(=O)COC(=O)Cn2nnc3ccccc32)cc1 | 28 | -1.1%
CCCCOC(=O)Nc1ccc(N(C)C)cc1 | 2 | -0.2%
CCOC(=O)/C=C1\SCC(=O)N1CCOc1cccc(Br)c1 | -5 | nt
COc1ccc(C(=O)Cn2ccsc2=NC(C)=O)cc1 | -6 | 4.9%
Cn1cc(C(=O)NC2CCCCCCC2)c(=O)c2cc(S(=O)(=O)N3CCCC3)ccc21 | -2 | 1.9%
CCC(=O)NNC(=O)CCC(=O)Nc1cccc(Cl)c1C | 13 | -9.4%
CCOC(=O)C1NN=C(C(=O)c2ccc(C)cc2)C1c1ccc(C)cc1 (stereo not given) | 1 | -4.4%
COc1cc2nc(-c3cccs3)oc(=O)c2cc1OC | nt | -3.6%
CCN1CCCC1CNC1=NCCCCC1 (stereo not given) | nt | -5.1%
CCC1C2CN(C(C)=O)CC=C2C(C#N)=C(N)C1(C#N)C#N (stereo not given) | -11 | 2.4%
CCOC(=O)CSc1nc2nc(C)cc(C)n2n1 | nt | -5.1%
Nc1nnc(SCC(=O)N2CCc3ccccc3C2)s1 | nt | 2.9%
O=C(Nc1nc2c(F)cc(F)cc2s1)C1COc2ccccc2O1 (stereo not given) | -14 | 3.3%
Cc1cccc(OC2CCN(Cc3c(C(=O)N4CCCC4)nc4ccccn34)CC2)c1 | 0 | 5.3%
CC(C)n1c(S(=O)(=O)O)nc2ccccc21 | -5 | 3.2%
CCCCN1C(=O)/C(=C/C=C/c2ccco2)C(=O)NC1=S | 14 | 22%
COCCCN1C(=O)C(=O)/C(=C(/O)c2ccc(OC)cc2)C12C(=O)N(C)c1ccccc12 (stereo not given) | -9 | 4.3%
Cc1ccc(C)c(NC(=O)CSc2nnc(-c3ccccc3C)o2)c1 | 12 | -1.9%
O=C(Nn1cnc2ccccc2c1=O)c1ccccc1Cl | 6 | -2.8%
O=C(CCCC(=O)N1CCN(c2ccc([N+](=O)[O-])cc2)CC1)c1ccccc1 | -11 | -1.1%
S=C(Nc1ccc(Br)cc1Cl)NN1CCOCC1 | 8 | 3.8%
CCOc1cccc(/C=N/Nc2nc(N3CCCC3)nc(N3CCCC3)n2)c1O | 9 | -2.9%
CN(c1ccc(OCC(=O)N2CCOCC2)cc1)S(=O)(=O)c1ccc(F)cc1 | 17 | -2.8%
Cc1onc(-c2c(F)cccc2Cl)c1C(=O)O/N=C(\N)c1ccc([N+](=O)[O-])o1 | -8 | 2.5%

Exported with each value named: 3 of the compounds above
COCCNC(=O)Cc1ccc(Br)cc1
  Mtb RmlCD inh: 12; GlmU inhibition: 8.4%

O=c1[nH]n(-c2ccc([N+](=O)[O-])cc2)c(=O)c2ccccc12
  Mtb RmlCD inh: 6; GlmU inhibition: 2.3%

C/C(=N\NC(=O)C(=O)Nc1cccc(C(F)(F)F)c1)c1ccc(Cl)s1
  Mtb RmlCD inh: nt; GlmU inhibition: -5.1%

More structures follow:
SMILES | Mtb RmlCD inh | GlmU inhibition
COc1cc([C@@H]2[C@H]3CN(C)CC=C3C(C#N)=C(N)C2(C#N)C#N)cc2c1OCO2 | -9 | 1.9%
O=c1[nH]c(-c2ccco2)nc2sc3c(c12)CCCC3 | nt | 0.4%
CCCC[n+]1cc(/N=C(\[O-])OC)on1 | 9 | 2.1%
S=C1NC[C@H](Cc2ccccc2)N1CCCCC1CCCCC1 | nt | -2.6%
C[C@@]12CCC=C[C@H]1[C@H](c1ccoc1)N(Cc1ccccc1)C2=O | nt | 3.9%
O=C(Nc1cnn(C23CC4CC(CC(C4)C2)C3)c1)c1cnn2cccnc12 | nt | -0.4%
CC(=O)c1ccc(N2CCN(C(=O)Cc3n[nH]c(=O)c4ccccc34)CC2)cc1 | -9 | 5.4%
CS(=O)(=O)N1CCN(c2ccccc2NC(=S)NC(=O)c2ccccc2[N+](=O)[O-])CC1 | nt | -1.0%
COc1ccc(C2CC(c3ccc(F)cc3)Nc3nc(N)nn32)cc1OC (stereo not given) | 6 | 2.1%
Cc1nn2c3c(cnc2c1-c1ccccc1)C(=O)CC(c1ccco1)C3 (stereo not given) | nt | -0.7%
Oc1c(Br)cc(/C=N/NC(=S)NCc2ccco2)cc1Br | nt | -0.6%
C#CCOCCOCCOCCNc1nc(N2CCN(C(=O)C([C@@H](C)CC)n3cc(C(N)COC(=O)C(F)(F)F)nn3)CC2)nc(N2CCN(C(=O)[C@H](CCC(=O)O)n3cc(C(N)CC(C)C)nn3)CC2)n1 (stereo not given in full) | nt | -3.4%
